rCAG RNA binder: r(CAG) repeat RNA binding; 370,000 compounds, 1.3% hits; TO-PRO-1 dye displacement fluorescence; inhibition, % at 3 µM;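 active means inhibition above the plate cutoff, the mean of all test compounds on that plate plus 3 SD, cut at about 35% in these data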;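 further: 0% = DMSO alone and 100% = 100 µM mitoxantrone as full dye displacement; higher means more dye released from RNA so lower well fluorescence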
HTRA1 inhibitor: HTRA1 (human) protease inhibition | recombinant HTRA1, FP-rhodamine activity-based probe, fluorescence polarization | inhibition, % at 5.96 µM | 340,000 compounds, 0.5% hits; in the data active means inhibition above about 36%;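 further: 0% = enzyme with DMSO and 100% = wells lacking enzyme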
Target sequence (Q92743 whole entry, looked up): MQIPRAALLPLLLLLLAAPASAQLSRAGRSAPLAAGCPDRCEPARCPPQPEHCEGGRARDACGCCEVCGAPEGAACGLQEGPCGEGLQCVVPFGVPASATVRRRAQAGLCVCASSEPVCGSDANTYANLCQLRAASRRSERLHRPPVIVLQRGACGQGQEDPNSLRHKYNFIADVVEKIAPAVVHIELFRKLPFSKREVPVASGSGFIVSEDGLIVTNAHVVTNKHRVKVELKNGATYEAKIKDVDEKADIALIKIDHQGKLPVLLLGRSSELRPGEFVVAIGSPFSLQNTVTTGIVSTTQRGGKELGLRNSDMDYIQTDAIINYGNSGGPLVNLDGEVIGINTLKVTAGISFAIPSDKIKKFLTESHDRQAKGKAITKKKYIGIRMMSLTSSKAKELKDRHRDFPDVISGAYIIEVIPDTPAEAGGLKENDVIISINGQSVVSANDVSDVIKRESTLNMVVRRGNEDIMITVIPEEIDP
PRMT1 inh: inhibitors of human PRMT1; recombinant PRMT1, activity-based probe fluorescence polarization; 370,000 compounds, 1.3% hits; inhibition, % at 2.79 µM;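 active means inhibition above about 21% made by adding two undisclosed values, limit read from the data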
TDP2 inh: blocks human TDP2 phosphodiesterase activity | 370,000 compounds, 0.34% hits | recombinant TDP2, T5PNP hydrolysis, p-nitrophenol absorbance 415 nm | O95551 | AID 720702 | inhibition, % at 12.8 µM;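 active means inhibition above the mean of all tested compounds plus 3 SD, set per campaign, cut at about 25% in these data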;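 further: 0% = DMSO with enzyme and 100% = buffer with substrate but no TDP2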
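Test system: human TDP2 enzyme; Input: 120 nM TDP2 per well; Buffer or medium: Mg2+-containing Tris-HCl buffer, pH 7.5; Reagent: 5 mM T5PNP; Dosing: 12.8 µM single point, 1% DMSO; Incubation: reaction 2 h, 37 °C; Detection: p-Nitrophenol epi absorbance; Read-out: % inhibition relative to enzyme-containing and enzyme-free wells; Replicates: single well per compound.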
PG9 binder: binds the HIV-1 gp120 antibody PG9 | TR-FRET gp120-PG9 antibody binding | inhibition, % at 6.7 µM | 360,000 compounds, 0.43% hits | AID 624416; in the data active means inhibition above about 8.5%
ABHD4 inh: inhibits mouse alpha/beta hydrolase domain 4 | purified mABHD4, FP-Rh probe fluorescence polarization | 370,000 compounds, 0.54% hits | AID 720543 | Q8VD66 | inhibition, % at 8.92 µM;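 active means inhibition exceeding the mean over every tested compound plus 3 SD, cut at about 30% in these data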;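 further: 0% = plate median of compound wells and 100% = S159A mutant with DMSO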
Target sequence (Q8VD66 whole entry, looked up, the tested form may be a part): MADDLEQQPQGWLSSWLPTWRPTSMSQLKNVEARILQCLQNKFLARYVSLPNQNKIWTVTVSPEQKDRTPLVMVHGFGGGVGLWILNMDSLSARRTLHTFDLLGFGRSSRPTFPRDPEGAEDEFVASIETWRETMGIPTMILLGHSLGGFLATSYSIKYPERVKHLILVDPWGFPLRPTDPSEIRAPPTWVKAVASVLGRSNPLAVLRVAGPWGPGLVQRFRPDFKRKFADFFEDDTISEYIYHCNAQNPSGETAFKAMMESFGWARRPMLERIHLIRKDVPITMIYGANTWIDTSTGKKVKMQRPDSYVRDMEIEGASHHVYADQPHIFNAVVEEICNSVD
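Assay system: mouse ABHD4 enzyme, wild type / Also added: fluorescent activity-based probe FP-Rh / Doses: single nominal dose of 8.92 µM, 0.89% DMSO final / Timing: 45 min compound pre-incubation plus 60 min probe step, 25 °C / Signal: FP readout, ex 525 nm / em 598 nm / Control set: S159A mutant/DMSO as 100%, compound-well median as 0%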
LEDGF integ inh: blocks HIV-1 LEDGF/p75-dependent DNA integration; 370,000 compounds, 0.64% hits; TR-FRET IN-LEDGF/p75 DNA integration, Eu/Cy5; inhibition, % at 3.7 µM;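 active means inhibition above the screen-wide mean plus 3 SD, cut at about 13% in these data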;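 further: signal is the Cy5 over europium emission ratio at 671 and 618 nm; 0% = plate median of compound wells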
NR1D1 modulator: Rev-erb alpha (human) modulation | P20393 | Rev-erbα–FITC-DNA binding, fluorescence polarization, 90 min | activity, % at 10 µM | 370,000 compounds, 0.79% hits | AID 1259318;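 active means activity above about 14%, limit read from the data; passing the limit was not always enough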;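 further: 0% = DMSO wells with 35 nM protein and 100% = DMSO wells with 750 nM protein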
SIAE primary: human SIAE inhibition, primary screen; Q9HAT2; SIAE FP-Rh probe binding, fluorescence polarization; inhibition, % at 9.66 µM; 370,000 compounds, 0.69% hits; AID 1053197;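 active means inhibition above a cutoff: mean of compounds within the control limits plus 3 SD of those, cut at about 17% in these data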;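 further: 0% = plate median of compound wells and 100% = probe without SIAE protein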
TCR-CD3 inh: human TCR-CD3 binding inhibition; TAMRA-labeled TCR probe fluorescence, biochemical; inhibition, % at 9.4 µM; 360,000 compounds, 0.37% hits; in the data active means inhibition above about 19%;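 further: recombinant mutant TCR 2C K166C tagged with TAMRA read by polarization; 0% = receptor in buffer alone and 100% = receptor with positive control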
Numbers without * were called inactive; · = no result given.

The opening 10 records (preview)
SMILES | rCAG RNA binder | HTRA1 inhibitor | PRMT1 inh | TDP2 inh | PG9 binder | ABHD4 inh | LEDGF integ inh | NR1D1 modulator | SIAE primary | TCR-CD3 inh
CN1C(=O)CSC1=Nc1ccc(F)cc1 | -2 | -10 | 8 | -10 | 0.0 | 2 | -1 | 4 | 8 | -9
COc1ccc(-n2c(=S)[nH]c3cc(C(=O)N4CCN(c5ccccc5)CC4)ccc3c2=O)cc1 | 4 | 4 | 0 | 14 | -1.5 | 3 | 2 | -5 | 7 | -6
Cc1ccc(NC(=O)CN(C)C(=O)CSc2nccn2C)cc1 | 2 | -5 | -2 | -9 | 0.2 | 1 | -3 | 7 | -3 | -10
CN(c1ccccc1)S(=O)(=O)c1cccc(NC(=O)CSc2ncc(C(F)(F)F)cc2Cl)c1 | 13 | -70 | 1 | -1 | 2.8 | -55 | 0 | -4 | -89 | -2
CN(C)c1ccc(NC(=O)C[n+]2ccccc2)cc1 | 4 | 5 | -1 | 4 | -2.9 | 6 | -3 | -7 | -1 | 4
COc1cccc(S(=O)(=O)N(C)C[C@@H]2OCc3cn(nn3)CCCC(=O)N([C@H](C)CO)C[C@H]2C)c1 | 0 | 4 | 6 | 2 | -0.5 | 5 | -1 | -1 | -1 | 1
CCCCCCC(=O)NNC(=O)c1c(O)c2ccccc2n(CC)c1=O | 0 | 7 | 1 | 2 | -0.9 | 0 | -2 | -10 | -2 | 3
COc1cc(C2C(C(=O)c3ccco3)=C(O)C(=O)N2c2cc(C)on2)cc(Br)c1O (configuration not stated) | 6 | 6 | -2 | 11 | 0.0 | 16 | 1 | 5 | 1 | 4
COc1ccc(-c2nnc(-c3ccccc3)o2)cc1OC | 0 | 2 | 2 | -3 | 0.1 | -2 | -3 | -4 | 2 | 3
Nc1cccc(S(=O)(=O)c2cccc(N)c2)c1 | -1 | 5 | 0 | 4 | 1.1 | 10 | 0 | 0 | 0 | 7

Results, repeating the preview:
SMILES | rCAG RNA binder | HTRA1 inhibitor | PRMT1 inh | TDP2 inh | PG9 binder | ABHD4 inh | LEDGF integ inh | NR1D1 modulator | SIAE primary | TCR-CD3 inh
CN1C(=O)CSC1=Nc1ccc(F)cc1 | -2 | -10 | 8 | -10 | 0.0 | 2 | -1 | 4 | 8 | -9
COc1ccc(-n2c(=S)[nH]c3cc(C(=O)N4CCN(c5ccccc5)CC4)ccc3c2=O)cc1 | 4 | 4 | 0 | 14 | -1.5 | 3 | 2 | -5 | 7 | -6
Cc1ccc(NC(=O)CN(C)C(=O)CSc2nccn2C)cc1 | 2 | -5 | -2 | -9 | 0.2 | 1 | -3 | 7 | -3 | -10
CN(c1ccccc1)S(=O)(=O)c1cccc(NC(=O)CSc2ncc(C(F)(F)F)cc2Cl)c1 | 13 | -70 | 1 | -1 | 2.8 | -55 | 0 | -4 | -89 | -2
CN(C)c1ccc(NC(=O)C[n+]2ccccc2)cc1 | 4 | 5 | -1 | 4 | -2.9 | 6 | -3 | -7 | -1 | 4
COc1cccc(S(=O)(=O)N(C)C[C@@H]2OCc3cn(nn3)CCCC(=O)N([C@H](C)CO)C[C@H]2C)c1 | 0 | 4 | 6 | 2 | -0.5 | 5 | -1 | -1 | -1 | 1
CCCCCCC(=O)NNC(=O)c1c(O)c2ccccc2n(CC)c1=O | 0 | 7 | 1 | 2 | -0.9 | 0 | -2 | -10 | -2 | 3
COc1cc(C2C(C(=O)c3ccco3)=C(O)C(=O)N2c2cc(C)on2)cc(Br)c1O (configuration not stated) | 6 | 6 | -2 | 11 | 0.0 | 16 | 1 | 5 | 1 | 4
COc1ccc(-c2nnc(-c3ccccc3)o2)cc1OC | 0 | 2 | 2 | -3 | 0.1 | -2 | -3 | -4 | 2 | 3
Nc1cccc(S(=O)(=O)c2cccc(N)c2)c1 | -1 | 5 | 0 | 4 | 1.1 | 10 | 0 | 0 | 0 | 7
CSc1cccc(NC(=O)Nc2ccc(Cl)cc2)c1 | 6 | -8 | -2 | 8 | 0.9 | -12 | 1 | -9 | -2 | 5
O=C(CSc1ncnc2ccccc12)NC1CCS(=O)(=O)C1 (configuration not stated) | 4 | -4 | 1 | 1 | 1.1 | 4 | 2 | -4 | -3 | 7
CCCCC1(C)NC(=O)N(CC(=O)Nc2cc(S(=O)(=O)N3CCOCC3)ccc2Cl)C1=O (configuration not stated) | 10 | 4 | -1 | 3 | 1.9 | -1 | -4 | -3 | -4 | -6
CCc1ccc(N2C(=O)c3sc4nnc(C)c(=O)n4c3C2=O)cc1 | 6 | -2 | -1 | -1 | 0.2 | 1 | -3 | 3 | 5 | 5
COc1cc(/C=C2\SC(=S)N(Nc3ccccc3)C2=O)ccc1O | 28 | -185 | 4 | 4 | -3.9 | -215 | -2 | 4 | -207 | -110
COCCN(C(=O)c1ccc(C)c(S(=O)(=O)N2CCOCC2)c1)c1c(N)n(CC(C)C)c(=O)[nH]c1=O | 4 | 7 | 1 | 9 | -0.7 | 9 | -4 | -1 | 11 | -3
CC(=O)c1ccc(Nc2ncnc3ccc(Br)cc23)cc1 | 2 | -9 | -1 | -4 | 11* | -7 | 2 | 121* | -12 | 5
CCSc1nc(C2CC2)cc(-c2ccco2)c1C#N | 8 | -21 | 1 | 2 | -1.3 | 0 | 0 | 5 | -3 | 10
Cc1cc(C)c2c(C)c(C(=O)NCc3ccc(S(N)(=O)=O)cc3)oc2c1 | 11 | -6 | -1 | 8 | 8.0 | -5 | -8 | 28* | -3 | -4
CCOc1ccccc1NC(=O)N1CCC(c2nc3ccccc3[nH]2)CC1 | -2 | -2 | -2 | 6 | 0.2 | -7 | -1 | -1 | 3 | 7
CN(C)CCCNc1c2c(nc3ccccc13)CCC2 | 3 | 7 | 0 | -6 | 0.2 | 8 | -5 | -4 | 6 | -1
CCN1C(=O)[C@@H]2[C@@H](c3ccc(-c4ccc(F)cc4)cc3)N3CCC[C@@]3(C(=O)OC)[C@@H]2C1=O | -5 | -12 | -2 | -6 | -0.6 | -5 | 0 | -2 | 4 | -1
Cc1cc(C)c2nc(Nc3nc(-c4ccccc4)cc(=O)[nH]3)nc(C)c2c1 | 13 | -25 | 1 | -8 | 1.6 | -3 | -3 | 2 | -14 | -5
CN1CCN(C(=O)CCNC(=O)Cn2cnc3ccccc3c2=O)CC1 | 3 | 4 | -1 | 4 | -2.2 | -7 | 2 | -4 | 4 | 0
Nc1nc(Nc2ccccc2)nc2c1ncn2[C@@H]1O[C@H](CO)[C@@H](O)[C@H]1O | 4 | 1 | -9 | -2 | -2.2 | 2 | 0 | -1 | -4 | 9
Cc1ccc(C)c(Cn2c(=O)n(C)c(=O)c3sccc32)c1 | -2 | 2 | -1 | -6 | -1.2 | 0 | 5 | 4 | 1 | 0
CCc1ccc(NC(=S)N(Cc2ccccc2)Cc2ccccn2)cc1 | -5 | -20 | 0 | -3 | -1.8 | 0 | 0 | -3 | 1 | -1
C[C@H](CO)N1C[C@H](C)[C@@H](CN(C)C(=O)Nc2ccccc2)Oc2ccc(NC(=O)Nc3ccc(C(F)(F)F)cc3)cc2C1=O | 5 | -100 | 2 | -7 | -1.1 | -62 | 0 | 2 | -117 | 6
CC1(C)CC(=O)C(C=Nc2cc(C(=O)c3ccccc3)ccc2N)=C(O)C1 | 5 | 10 | 16 | -9 | -2.0 | -9 | -1 | -2 | -9 | -1
Cc1ccc(Cn2c(N)c(S(=O)(=O)c3cccs3)c3nc4ccccc4nc32)cc1 | 2 | -9 | 1 | -5 | 3.4 | 0 | 0 | 3 | 0 | 5
Cc1cccc(N2CCN(Cc3nc(C4CC4)no3)CC2)n1 | -5 | -10 | 3 | -12 | -3.6 | 54* | -1 | -6 | 3 | -8
CC(C)Cc1nnc(NC(=O)CCC(=O)N2CCN(C3CCCC3)CC2)s1 | -8 | 6 | -1 | -2 | 0.3 | 7 | -1 | 4 | -2 | -8
COc1ccc(NC(=O)N(C)C[C@@H]2Oc3cc(C#CCN(C)C)ccc3S(=O)(=O)N([C@H](C)CO)C[C@H]2C)cc1 | 7 | 2 | 4 | -3 | -3.4 | -4 | -1 | -3 | 0 | -6
C1CCC(n2nnnc2CN2CCCC2)CC1 | 0 | 4 | 0 | 5 | 1.1 | 2 | -4 | -5 | 0 | 2
O=C(Nc1ccnn1C1CCN(C/C=C/c2ccc(F)cc2)CC1)C1CCCC1 | -8 | -7 | -2 | -9 | -0.7 | 2 | -1 | -1 | 4 | 3
COc1cc(/C=C(\C#N)C(=O)NCCc2ccccc2)cc(OC)c1O | -4 | 2 | -5 | 12 | -6.1 | 2 | 1 | 0 | 11 | 6
CCC(=O)N1c2ccccc2NC2=C(C(=O)CCC2)C1c1ccccc1 (configuration not stated) | -5 | 3 | -4 | -3 | 1.5 | 5 | 2 | -2 | -4 | 4
O=C(CC1Sc2ccccc2NC1=O)NCc1cccc(Cl)c1 (configuration not stated) | -4 | -2 | -6 | 3 | -0.9 | -9 | 1 | 0 | -3 | 1
Cc1c(NC(=S)N/C(=N/S(=O)(=O)c2ccc(Cl)cc2)c2ccccc2)c(=O)n(-c2ccccc2)n1C | -4 | 1 | 10 | -19 | 2.6 | -9 | -2 | 3 | 2 | -8
O=C(OCC(=O)N1CCN(S(=O)(=O)c2ccccc2)CC1)C1CCC1 | 0 | 2 | 1 | 5 | -0.9 | 6 | 2 | -8 | 8 | 6
COc1ccc2[nH]c(C(=O)Nc3cccc(C)n3)cc2c1 | 5 | · | -1 | -3 | 1.3 | -2 | 1 | 4 | 3 | 0
CCN(CC(=O)NCc1ccc(F)cc1)Cc1cc(=O)n2ccsc2n1 | -6 | 3 | 2 | 10 | 0.1 | -1 | -1 | -1 | -1 | -2
COC(=O)c1[nH]c2cc(C)ccc2c1NC(=O)CN1CCN(c2ccccc2OC)CC1 | -4 | -10 | -4 | -5 | -0.4 | 1 | 0 | 5 | 4 | -2
O=C(COc1ccc2c3c(c(=O)oc2c1)CCC3)NC1CCN(Cc2ccccc2)CC1 | -4 | 6 | -4 | 15 | -0.6 | 2 | -3 | -1 | 2 | 6
COc1ccc2[nH]c3c(c2c1)CCNC3(C)CCc1ccc(Cl)nc1 (configuration not stated) | -2 | 0 | 2 | 4 | -2.0 | 8 | -1 | 0 | 3 | 0
CCc1ccc(NC(=O)C2(c3ccccc3)CC2(Cl)Cl)cc1 (configuration not stated) | 2 | -39 | 1 | 1 | -0.7 | -20 | 2 | 7 | -7 | 2
CCc1ccc(Nc2n[n+](-c3ccccc3)c(-c3cccc(C)c3)s2)cc1 | -1 | -43 | 0 | 4 | -0.3 | 2 | -2 | -4 | 4 | 4
Cc1ccc(-c2c(C(=O)N/N=C/c3cccc(Cl)c3)nnn2-c2nonc2N)cc1 | 4 | -10 | 0 | -1 | 0.0 | -9 | 0 | -3 | -12 | 6

An excerpt; rates above refer to the full screens.
